# FAK blocker: FAK kinase inhibitors, primary screen, biochemical | 97,000 tested, 0.84% active | biochemical FAK kinase activity assay | inhibition, %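 (tested at 7 µM)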 | Focal adhesion kinase 1 (Homo sapiens), Q05397; in the data active = inhibition above about 19%;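 note: 0% = DMSO and 100% = reference compound high control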
# CD11b adhes enh: enhancers of CD11b/CD18 adhesion to fibrinogen, primary screen, K562 cells, luminescence; ATPlite luminescence; activation, % at 10 µM; 93,000 tested, 0.07% active; AID 1499, 2009;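 active = 10 µM primary screen giving 50% or more activity, confirmed by 40% or more on retest at that dose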; note: strong numbers were not always called active
# ERa SRC1 inh: ERα–SRC-1 coactivator interaction inhibitors, primary screen, biochemical, TR-FRET, ERα LBD, estradiol-bound; inhibition, % at 25.6 µM; 86,000 tested, 1.7% active; TR-FRET ER-alpha LBD / SRC-1 peptide; Estrogen receptor (Homo sapiens), P03372; AID 629, 2007; in the data active = inhibition above about 50%;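 note: 0% = receptor plus peptide control and 100% = peptide only without receptor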
# Target sequence (P03372 whole entry, looked up, the tested form may be a part): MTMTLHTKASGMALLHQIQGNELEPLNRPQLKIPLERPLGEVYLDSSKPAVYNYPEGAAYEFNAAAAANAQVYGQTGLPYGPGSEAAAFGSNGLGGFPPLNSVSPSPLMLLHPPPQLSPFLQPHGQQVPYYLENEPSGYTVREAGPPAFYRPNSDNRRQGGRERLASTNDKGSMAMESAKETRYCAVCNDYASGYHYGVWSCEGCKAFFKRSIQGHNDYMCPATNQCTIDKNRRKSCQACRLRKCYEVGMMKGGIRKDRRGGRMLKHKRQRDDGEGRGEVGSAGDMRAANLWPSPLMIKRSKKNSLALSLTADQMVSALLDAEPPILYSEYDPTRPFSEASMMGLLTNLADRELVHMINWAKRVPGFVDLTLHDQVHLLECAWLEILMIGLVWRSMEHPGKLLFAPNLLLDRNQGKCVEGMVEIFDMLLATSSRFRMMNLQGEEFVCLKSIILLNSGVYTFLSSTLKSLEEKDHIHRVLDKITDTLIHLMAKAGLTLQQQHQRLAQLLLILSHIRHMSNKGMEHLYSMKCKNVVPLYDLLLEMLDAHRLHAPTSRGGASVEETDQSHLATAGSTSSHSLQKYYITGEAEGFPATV
# Plk1 PBD FP: Plk1 polo box domain binding inhibitors, primary screen, biochemical, fluorescence polarization | inhibition, %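 (tested at about 20 µM)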 | Plk1 PBD phosphopeptide binding | 97,000 tested, 0.13% active | Serine/threonine-protein kinase PLK1 (Homo sapiens), P53350; in the data active = inhibition above about 34%, passing the limit was not always enough
# ERa coact pot: enhancers of ERα–SRC-1 coactivator binding, primary screen, biochemical, TR-FRET, ERα LBD, low estradiol; 86,000 tested, 1.3% active; coactivator binding (% of control), % at 25.6 µM; AID 639, 2007; Estrogen receptor (Homo sapiens), P03372; TR-FRET ERalpha-LBD/SRC-Cy5 coactivator binding, 2 h; 100 = basal binding, no effect; in the data active = activity above about 200%;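 note: binding measured in presence of low estradiol as agonist stimulus; 0% = peptide alone without receptor and 100% = receptor with peptide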
# Rev-RRE block: HIV-1 Rev-RRE binding inhibitors, primary screen, biochemical, FRET, protein-RNA interaction; AID 704, 2007; Rev peptide-RRE RNA binding; inhibition, % at 8 µM; P05866; 97,000 tested, 0.79% active;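 active = inhibition above the screen-wide mean plus 3 SD, cut at about 35% in these data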;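 note: 0% = median DMSO wells and 100% = median Neomycin B control wells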
# Target sequence (P05866 whole entry, looked up): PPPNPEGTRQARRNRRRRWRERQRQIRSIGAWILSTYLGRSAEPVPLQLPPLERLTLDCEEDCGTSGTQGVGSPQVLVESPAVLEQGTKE
#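 Assay system: Labelled RRE RNA duplex and labelled Rev peptide | Times: 5 min preincubation and 15 min binding, 25 °C | Detection: FRET, ex 480 nm, em 540 and 671 nm | Evaluation: % inhibition of FRET ratio versus controls | Benchmarks: DMSO wells as 0% and neomycin B wells as 100% inhibition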
# ERb coact inh: inhibitors of ERβ-SRC1 coactivator interaction, primary screen, biochemical, TR-FRET, ERβ LBD, SRC-1 peptide. Estrogen receptor beta (Homo sapiens), Q92731. TR-FRET ER-beta LBD / SRC1-Cy5 peptide binding; receptor agonist-loaded with 1 µM estradiol. inhibition, % at 25.6 µM. 86,000 tested, 1.3% active;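 active = compounds whose percent inhibition of the receptor-coactivator binding signal exceeds about 50% in the single-dose screen, limit read from the data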;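 note: 0% = receptor plus peptide wells without compound and 100% = peptide-only wells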
# Mac1 fbg inh: inhibitors of CD11b/CD18 adhesion to fibrinogen, primary screen, K562 cells, luminescence; ATPlite luminescence; Mn2+ added to activate the integrin; 93,000 tested, 0.54% active; inhibition, % at 10 µM; Integrin beta-2 (Homo sapiens) + Integrin alpha-M (Homo sapiens), P05107+P11215;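 active = primary inhibition of 50% or more at 10 µM, then 40% or more on retest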; note: some results filed as inactive read as strong as hits
# PLK1 inh: human PLK1 kinase inhibitors, primary screen, biochemical, TR-FRET. Serine/threonine-protein kinase PLK1 (Homo sapiens), P53350. recombinant PLK1 kinase, TR-FRET peptide phosphorylation. inhibition, % at 10 µM. 97,000 tested, 0.53% active. AID 619, 2007;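 active = inhibition of 50% or more in the single-concentration screen; inactive = inhibition below 50%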;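 note: 0% = DMSO max control and 100% = H-89 dihydrochloride min control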
# * marks the source's active call; other numbers are inactive results; . = not tested or not shown; [ ] = remark or other dose.
SMILES,FAK blocker,CD11b adhes enh,ERa SRC1 inh,Plk1 PBD FP,ERa coact pot,Rev-RRE block,ERb coact inh,Mac1 fbg inh,PLK1 inh
COc1ccc(OC)c(C(C(=O)NCc2ccco2)N(C(=O)Cn2nnc3ccccc32)C2CC2)c1 (stereo not drawn),1,-7,-7,-18,118,-2,0,7,-15
O=C(Nc1cnc2ccccc2c1)N1CCOCC1,0,-2,-6,15,126,9,-4,-9,-13
COc1ccc(NC(=O)c2ccccc2C)c(OC)c1,4,0,-2,-24,128,5,-8,-3,-4
Clc1ccc(-c2nnc3c4ccccc4nc(N4CCOCC4)n23)cc1Cl,0,0,.,11,.,8,.,0,-6
NC(=O)c1ncc(C(F)(F)F)cc1Oc1cccc(F)c1,-2,0,4[fluorescence artefact?],21,119,5,1[fluorescence artefact?],3,1
Cc1ccc2sc(NC(=O)CN3C(=O)CCC3=O)nc2c1C,.,-2,14,.,75,.,21,-3,.
COc1ccc(-n2cccc2C=O)cc1OC,-2,.,.,30,.,2,.,.,-5
CCn1c(SCC(=O)n2c(C)c(C)c3ccccc32)nnc1-c1ccco1,-2,4,14[fluorescence artefact?],0,187[fluorescence artefact?],-1,-9[fluorescence artefact?],-14,0
CCOC(=O)CC(=O)CSc1[nH]c(=O)cc(C)c1C#N,3,0,-1,20,89,8,1,-9,3
CC(C)COC(=O)c1ccc2c(c1O)C(=O)c1ccccc1C2=O,0,-3,0,-18,94,6,-2,18,3
O=C(NCCCN1CCOCC1)c1ccc(Br)cc1,1,-4,-4,9,115,9,3,-1,-1
Cc1cc(C)nc(SCC(=O)N/N=C/c2cccn2-c2cccc(C(F)(F)F)c2)n1,-2,.,0,-16,91,5,-4,.,-3
CCC(=O)NC(C)c1nc2ccccc2n1C (stereo not drawn),.,2,1[fluorescence artefact?],.,103,.,-2[fluorescence artefact?],5,.
COc1ccc(N2CCN(c3nc4c(c(=O)n(C)c(=O)n4C)n3CCCc3ccccc3)CC2)cc1,.,-9,-9,.,87,.,-16,-4,.
COC(=O)c1[nH]c(C)c(/C(O)=C2\C(=O)C(=O)N(CCN(C)C)C2c2ccc(C)o2)c1C (stereo not drawn),-3,-1,-3,-14,108,2,-11[fluorescence artefact?],-1,-10
Cc1nc(=O)c(-c2ccccc2)c(C)n1Cc1ccccc1,.,-4,11[fluorescence artefact?],.,79,.,6,-9,.
CCOC(=O)C1CCN(CC(O)COc2ccc(C(C)(C)CC)cc2)CC1 (stereo not drawn),.,-3,-24,.,103,.,-5[fluorescence artefact?],5,.
c1cc2c3c(cccc3c1)C(N1CCCCC1)=N2,3,-3,7,-24,121[fluorescence artefact?],26,1,-2,0
Cn1c(=O)c2c(nc(N3CCCCC3)n2CCNC2=NCCC2)n(C)c1=O,6,0,5[fluorescence artefact?],-22,124,1,-1[fluorescence artefact?],-7,-16
Cc1cc2c(c(N3CCOCC3)n1)C(=O)OC2,-3,2,5,-9,99,8,3,-40,1

# Laid out differently: results already given
molecule	FAK blocker	CD11b adhes enh	ERa SRC1 inh	Plk1 PBD FP	ERa coact pot	Rev-RRE block	ERb coact inh	Mac1 fbg inh	PLK1 inh
O=C(NCCCN1CCOCC1)c1ccc(Br)cc1	1	-4	-4	9	115	9	3	-1	-1
c1cc2c3c(cccc3c1)C(N1CCCCC1)=N2	3	-3	7	-24	121[fluorescence artefact?]	26	1	-2	0
COC(=O)c1[nH]c(C)c(/C(O)=C2\C(=O)C(=O)N(CCN(C)C)C2c2ccc(C)o2)c1C (stereo not drawn)	-3	-1	-3	-14	108	2	-11[fluorescence artefact?]	-1	-10
COc1ccc(-n2cccc2C=O)cc1OC	-2	.	.	30	.	2	.	.	-5
NC(=O)c1ncc(C(F)(F)F)cc1Oc1cccc(F)c1	-2	0	4[fluorescence artefact?]	21	119	5	1[fluorescence artefact?]	3	1

# The listing continues.
SMILES,FAK blocker,CD11b adhes enh,ERa SRC1 inh,Plk1 PBD FP,ERa coact pot,Rev-RRE block,ERb coact inh,Mac1 fbg inh,PLK1 inh
O=C(NCc1cn2ccccc2n1)c1ccc(Br)o1,1,-5,-11,10,124,7,-8,-60,-15
Cc1c(CNC(=O)c2cnn3c2NC(c2ccccc2)CC3C(F)(F)F)cnn1C (stereo not drawn),-4,2,-1[fluorescence artefact?],29,102,0,25,1,-3
C=CCN1CC(c2nc3ccccc3n2Cc2cccc3ccccc23)CC1=O (stereo not drawn),-10,.,-10,25,90,-2,-10,.,0
CCNC(=O)C1CCN(S(=O)(=O)c2ccc(F)cc2)CC1,0,-9,-5,12,118[fluorescence artefact?],5,-8,2,-11
O=C(CN(C(=O)CCC(=O)Nc1nccs1)c1ccc2c(c1)OCO2)NCC1CCCO1 (stereo not drawn),2,2,27,-27,89[fluorescence artefact?],0,33,-6,10
CS/C(=N\S(=O)(=O)c1ccc(N)cc1)NS(=O)(=O)c1cccs1,3,-1,3[fluorescence artefact?],-18,97,3,-4,-8,-6
COc1cccc(N2CCN(c3c(C#N)c(C(F)(F)F)nn3C)CC2)c1,3,-6,-1[fluorescence artefact?],8,74,23,-5[fluorescence artefact?],-1,-5
CCN(c1ccc(OC)cc1)c1ncnc2nc[nH]c12,9,-6,7,-19,99,6,3[fluorescence artefact?],-7,9
CCN(CC)C(=O)C1CCCN(c2ccc([N+](=O)[O-])cc2/C=N/NC(=O)c2cccc(O)c2)C1 (stereo not drawn),8,-5,.,-23,.,-2,.,6,7
c1ccc2c(c1)CCN(Cc1nnnn1Cc1ccc3c(c1)OCO3)C2,-4,.,-10,9,104,0,-17,.,-3
CC(C)(C)C(=O)Nc1cc(C(F)(F)F)ccc1N1CCOCC1,1,.,-34,-9,95,9,-8[fluorescence artefact?],.,-8
O=C(c1cccnc1)N1CCN(Cc2cccc(Br)c2)CC1,1,-3,.,-16,.,1,.,5,-8
CS(=O)(=O)N1CCN(c2ccccc2NC(=O)Cc2ccccc2)CC1,1,4,-5,-22,111,0,-4,8,-5
O=c1[nH]nc(Cc2ccc3ccccc3n2)c2ccccc12,1,1,-10,-10,113,4,-7,7,1
COc1ccccc1CN(Cc1cc2c(C)ccc(C)c2[nH]c1=O)Cc1nnnn1Cc1ccco1,-3,-3,18,-10,141,6,20,9,-14
CCc1nnc(N/N=C/c2ccccc2Cl)n1N,-4,.,.,-11,.,0,.,.,-7
Cc1ccc(C)c(NC(=O)C2CCC(C)(C(=O)O)C2(C)C)c1 (stereo not drawn),-5,-2,.,-3,.,-2,.,15,5
CCCCNC(=S)NNC(=O)c1sccc1C,-1,.,.,12,.,3,.,.,-8
C=CCn1c(C(C)NC(=O)COC)nc2ccccc21 (stereo not drawn),.,-6,1,.,120,.,-9,-9,.
Cc1cc(C)c2[nH]c(=O)c(CN(Cc3ccc4c(c3)OCO4)Cc3nnnn3C3CCCC3)cc2c1,-2,1,4,-18,106,3,-6,9,0
NCC(O)COc1ccc2c(c1)OCO2 (stereo not drawn),-1,-2,-15,-5,110,5,-4,11,-10
Cn1ccc(C(=O)N2CCCc3ccccc32)n1,-3,-1,.,-7,.,0,.,0,-12
S=C1COC(c2ccccc2)N1c1ccccc1 (stereo not drawn),-2,.,-3,12,107,2,-7,.,-5
COc1ccc(Cl)cc1S(=O)(=O)N1CCN(C)CC1,.,3,-1,-22,114[fluorescence artefact?],.,-6[fluorescence artefact?],0,-11
Cc1ccccc1NC(=O)C1(C)Cc2ccccc2C(=O)O1 (stereo not drawn),1,.,-22,5,102,7,-20,.,-11
COc1cccc(NS(=O)(=O)c2ccc3[nH]cc(C(=O)NCCCOC(C)C)c(=O)c3c2)c1,8,.,32,13,37,23,19,.,-1
O=C(Nc1cnccn1)c1cccc(C(F)(F)F)c1,1,0,23,-12,111,3,7,1,-8
Cc1ccc(NC(=O)N(Cc2ccco2)Cc2cc3cc(C)cc(C)c3nc2Cl)cc1,2,-4,.,-21,.,16,.,5,4
Cc1cc(C)cc(Nc2ncc3c(n2)CC(c2ccco2)CC3=O)c1 (stereo not drawn),-1,0,4,11,112[fluorescence artefact?],7,-4,-21,-10
N#CC1=C(N)OC2=C(C(=O)CCC2)C1CCc1ccccc1 (stereo not drawn),2,0,100*[fluorescence artefact?],-12,90,9,8,-14,-39
C=Cc1cccc(NC(=O)COc2ccccc2)c1,-1,1,-37,-1,108,11,-16[fluorescence artefact?],16,-3
COc1ccc(CCNc2oc(COc3ccccc3)nc2C#N)cc1,-2,-4,-5,-4,138[fluorescence artefact?],17,-5,10,-1
CC(=O)c1cccc(NC(=O)NC(C)C2CCCO2)c1 (stereo not drawn),-5,-2,0[fluorescence artefact?],-3,111,4,-12,-14,0
O=C(NCc1ccccc1)c1cccc(S(=O)(=O)N2CCOCC2)c1,-2,1,.,-32,.,5,.,-6,-5
Cc1cc(C=O)c(C)n1-c1ccc(N2CCOCC2)cc1,-1,.,-5,-15,108,1,2,.,-5
Cc1ccccc1Nc1cc(=O)oc2ccccc12,3,-4,.,-36,.,0,.,11,-17
Cn1c(Cc2ccccc2)nnc1SCC(=O)NC1CCCCC1,-3,9,5,10,104[fluorescence artefact?],3,-3,-50,-10
COc1ccc2c(c1OC)C(=O)N1N=C(c3ccc(O)cc3)CC21 (stereo not drawn),-4,3,.,0,.,0,.,4,-6
COc1ccccc1-n1nc(C(=O)NCc2ccco2)c2ccccc2c1=O,.,-1,2,.,115,.,-2,-11,.
O=C(CSc1ccc2c(c1)OCCO2)Nc1ccc2c(c1)OCO2,0,-4,-1,-11,109,-3,10,9,-4
Cn1c(=NC(=O)CCl)sc2ccccc21,-1,.,-5,35,124,6,-6,.,-7
COc1ccc(C2N(c3cc(Cl)ccc3OC)C(=O)C3CCCN32)c(OC)c1 (stereo not drawn),-3,1,-4,-5,113,-1,-8,3,-1
C=CCn1c(CNC(=O)c2ccco2)nnc1SCC(=O)Nc1cccc(Br)c1,0,0,-9,-10,85,-3,-1,7,-13
Cc1cc(Br)cc(C)c1OCCCCN(C)C,-2,.,.,1,.,-9,.,.,-10
CN1CCC(=NNC(=O)C(=O)Nc2ccccc2)CC1,4,-4,.,-15,.,1,.,-7,-6
COc1ccc(Br)cc1CN1CCN(C(=O)c2cccc(OC)c2OC)CC1,-1,1,-10,2,101[fluorescence artefact?],-2,3,23,-7
COC(=O)c1cc(NC(=O)CN2C(=O)CSC2=O)ccc1Cl,6,-4,19[fluorescence artefact?],9,107,8,9[fluorescence artefact?],-12,-5
O=C(CC1Oc2ccccc2NC1=O)NCCc1ccccc1 (stereo not drawn),1,3,-3,-18,132,4,-5[fluorescence artefact?],15,2
CS(=O)(=O)N(CCc1ccccc1)CC(=O)NCc1ccc2c(c1)OCO2,1,-1,3,10,93,-1,1,-6,-13
O=C(O)CC(NC(=O)c1ccccc1NC(=O)c1ccccc1)C(=O)O (stereo not drawn),-1,2,.,-24,.,6,.,-9,-10
O=c1cc(Nc2ccc3c(c2)OCCO3)[nH]c(=O)n1C1CCCCC1,-3,.,-1,-1,99[fluorescence artefact?],14,-3,.,-5

# High-throughput results: PubChem, several laboratories
